High-throughput results (PubChem BioAssay)
uPA surface inh – qHTS for Inhibitors of Cell Surface uPA Generation; AID 540303, 2011; Potency, µM (series often up to 38.3 µM), for the others: top-dose activity change, negative = inhibition, actives largely listed as inhibitors; cell surface uPA generation assay, qHTS; actives 0.31% (n = 330,000); active = well fitted inhibition curve with a large enough effect; inconclusive = small, poorly fitted or top-dose-only effect; inactive = no such curve, though single readings can be large or run the other way; tested in mouse RAW 264.7 cells; also: potency is read from the fitted curve at half-maximal effect; % is scaled to controls: 0 for no effect and ±100 for the full control effect; nearly all actives have a fitted effect of over 55% in size
S-ASM inh – Inhibitors of Secretory Acid Sphingomyelinase (S-ASM): qHTS | placental ASM, HMU-PC fluorogenic substrate, 60 min | actives 0.006% (n = 340,000) | Potency, µM (highest dose often 57.5 µM), without a hit: top-dose activity change, negative = inhibition, most hits filed as inhibitors | Sphingomyelin phosphodiesterase (Homo sapiens), P17405; also: potency is read from the fitted curve at half-maximal effect
Target sequence (P17405 47-631 limits assumed): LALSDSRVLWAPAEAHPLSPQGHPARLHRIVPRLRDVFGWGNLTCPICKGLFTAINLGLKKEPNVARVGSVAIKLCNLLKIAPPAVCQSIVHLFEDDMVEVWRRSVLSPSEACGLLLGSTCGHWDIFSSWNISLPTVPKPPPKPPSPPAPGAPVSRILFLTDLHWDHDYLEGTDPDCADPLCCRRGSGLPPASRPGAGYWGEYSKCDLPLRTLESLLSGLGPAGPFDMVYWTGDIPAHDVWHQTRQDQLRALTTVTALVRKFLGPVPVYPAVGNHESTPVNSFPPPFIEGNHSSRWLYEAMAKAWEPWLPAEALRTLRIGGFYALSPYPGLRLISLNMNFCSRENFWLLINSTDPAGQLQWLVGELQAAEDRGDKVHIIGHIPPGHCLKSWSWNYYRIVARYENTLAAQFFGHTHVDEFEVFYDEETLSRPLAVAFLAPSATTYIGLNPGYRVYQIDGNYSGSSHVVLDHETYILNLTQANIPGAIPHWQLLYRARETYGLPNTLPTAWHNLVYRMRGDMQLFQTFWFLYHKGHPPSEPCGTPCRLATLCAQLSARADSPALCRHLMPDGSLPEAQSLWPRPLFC
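Fluorescence read-out (Ex 386 nm, Em 447 nm) after stopping the reaction at pH 10. Enzyme: ASM from human placenta; substrate HMU-PC0, 9 uM final; 60 min, 37 °C. Compound preincubation 10 min, ambient temperature.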
TSG101-PTAP inh – qHTS Assay for Iinhibitors of HIV-1 Budding by Blocking the Interaction of PTAP/TSG101; Tumor susceptibility gene 101 protein (Homo sapiens), Q99816; Fluorescence polarization, FITC-PTAP peptide / Tsg101 binding; Potency, µM (series often up to 115 µM), for inactives: at the top dose activity change, negative = inhibition, hits mostly inhibitors; 340,000 tested, under 10 active; AID 493005, 2010; active = well fitted inhibition curve with a large enough effect in the main read-out, with a control signal flat, not every such curve was filed as active; inconclusive = small, poorly fitted or top-dose-only effect, or effect the other way, or a change in a side signal; inactive = no such curve, though single readings can be large or run the other way; also: potency is read from the fitted curve at half-maximal effect; % of control where 0% means no effect
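Fluorescence polarization binding of Tsg101 binding domain (10 uM final) to FITC-labeled PTAP peptide (50 nM final) in HEPES pH 7.5 buffer with NaCl, Tween 20, EDTA, TCEP. Compounds added before peptide; binding 20 min at RT.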
B2AR arrestin – qHTS assay of beta-arrestin-biased ligands of beta2-adrenergic receptor | Beta-2 adrenergic receptor (Homo sapiens), P07550 | beta-arrestin recruitment to beta2AR, cell-based reporter | Potency, µM (top dose mostly 46.1 µM), without a hit: at the highest dose activation, most hits filed as activators | actives 0.02% (n = 330,000);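 also: potency is read from the fitted curve at half-maximal effect; 0% = DMSO controls and full agonism = EC100 isoproterenol or metaproterenol; nearly all actives have a fitted effect of over 65% in size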
Target sequence (P07550 whole entry, looked up): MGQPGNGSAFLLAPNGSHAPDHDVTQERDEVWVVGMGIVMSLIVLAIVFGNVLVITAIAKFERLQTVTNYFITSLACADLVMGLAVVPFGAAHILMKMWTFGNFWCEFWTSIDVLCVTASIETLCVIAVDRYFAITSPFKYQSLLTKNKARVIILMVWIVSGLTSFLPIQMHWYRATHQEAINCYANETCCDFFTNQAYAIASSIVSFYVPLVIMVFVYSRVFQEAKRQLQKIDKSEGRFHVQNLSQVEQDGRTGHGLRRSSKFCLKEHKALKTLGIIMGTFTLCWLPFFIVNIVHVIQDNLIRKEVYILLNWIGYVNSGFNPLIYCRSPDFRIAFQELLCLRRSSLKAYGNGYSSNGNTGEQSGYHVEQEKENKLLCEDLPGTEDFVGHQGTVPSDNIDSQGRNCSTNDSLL
p53 reactivator – qHTS assay for re-activators of p53 using a Luc reporter. H1299 p53-A138V BP100-luciferase reporter, luminescence, 24 h. actives 0.063% (n = 320,000). Potency, µM (series often up to 92.2 µM), without a hit: top-dose activity change, positive = activation, usual class: activators; also: potency is read from the fitted curve at half-maximal effect; % of control where 0% means no effect; nearly all actives have a fitted effect of over 45% in size
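p53-null H1299 cells stably carrying temperature-sensitive p53-A138V and a BP100-luciferase reporter were pinned with compounds (4-point, 1:5 series) and held 24 hrs at 37 deg C. Luminescence was read 10 min after detection reagent.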
TRPV1 agonist – HTS Assay for Compounds that Act as Agonists of the Vanilloid Receptor 1; actives 0.19% (n = 320,000); AID 540275, 2011; TRPV1-expressing cells, Fluo-8 calcium influx, agonist mode; Transient receptor potential cation channel subfamily V member 1 (Homo sapiens), Q8NER1; activation, % at 8.33 µM; in the data active = activation above about 80%; inconclusive = between about 30% and that limit; also: 0% is about no effect
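TRPV1-expressing cells were cultured overnight at 35.5C and loaded with Fluo-8 calcium dye for 40 to 90 min at room temperature. After a 10 s baseline, compound was added and calcium influx was read kinetically for 3 min (ex 480/em 520 nm).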
USP2a inh – qHTS Assay for Inhibitors of Ubiquitin-specific Protease USP2a Using CHOP2 as the Reporter. Potency, µM (doses to about 38.3 µM), without a hit: at the highest dose activity change, negative = inhibition, usual class: inhibitors. AID 463254, 2010. actives 0.01% (n = 330,000). Ubiquitin carboxyl-terminal hydrolase 2 (Homo sapiens), O75604. USP2 core, Ub-CHOP2 coupled fluorogenic reporter, 485/531;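 also: potency is read from the fitted curve at half-maximal effect; plate controls were DMSO wells for no effect and full inhibition by NEM control for full effect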
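USP2 core (10nM final) preincubated 30min RT with compound in 20mM Tris-HCl pH 8.0, 2mM CaCl2, 2mM beta-mercaptoethanol, 0.05% CHAPS; 25nM Ub-CHOP2 plus 25nM reporter substrate added, fluorescence (Ex485/Em531) read after 60min.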
BRCA1 expr act – qHTS Assay to Identify Small Molecule Activators of BRCA1 Expression. MCF7-BRCA1-FFLuc reporter, luminescence, 48 h; response scale: scaled: vehicle 0%, 10 µM genistein 100%. Potency, µM (titrated, usually from 46.1 µM), for inactives: at the highest dose activation, most hits filed as activators. actives 1.1% (n = 380,000). AID 624202, 2012; also: potency is read from the fitted curve at half-maximal effect; nearly all actives have a fitted effect of over 80% in size; some results filed as inactive show a strong effect at the top dose
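Luminescence from a BRCA1-driven firefly luciferase in MCF7 cells was the read-out, taken 15 min after substrate addition following 48 h compound exposure at 37 °C. Data were normalized to a 10 microM genistein control and DMSO vehicle.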
ELG1 genotox – qHTS screen for small molecules that induce genotoxicity in human embryonic kidney (HEK293T) cells expressing luciferase-tagged ELG1; HEK293T ELG1-luciferase reporter, luminescence, 16 h; Potency, µM (highest dose often 46 µM), without a hit: top-dose activity change, positive = activation, hits mostly activators; actives 1.3% (n = 330,000); AID 504466, 2011; also: potency is read from the fitted curve at half-maximal effect; % of control where 0% means no effect; nearly all actives have a fitted effect of over 60% in size
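ELG1-luciferase HEK293T cells, 2,000/well; compound pinned in; 16 hr, 37 °C, 5% CO2; ONE-Glo, 30 min RT; luminescence on CCD imager.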
Integrin act MD – qHTS for Activators of Integrin-Mediated Alleviation for Muscular Dystrophy; Potency, µM (series often up to 38.3 µM), inactives show at the highest dose activation, actives largely listed as activators; AID 624291, 2012; actives 0.064% (n = 350,000); alpha7betagal myoblasts, beta-gal FDG fluorescence, 48 h;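 also: potency is read from the fitted curve at half-maximal effect; 100% = response of the positive control SU9516; nearly all actives have a fitted effect of over 60% in size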
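alpha7betagal+/- myoblasts (passage 13, 250/well) treated 48 h at 37C with compounds at 1:260 dilution of DMSO stock. Lysed, then beta-galactosidase activity read as FDG fluorescence (ex 480/em 540) after 30 min, with pre-read for autofluorescence.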
Eya2 inh – qHTS Assay for Inhibitors of the Phosphatase Activity of Eya2; Potency, µM (top dose mostly 76.9 µM), for the others: at the top dose activity, negative = inhibition, actives largely listed as inhibitors; Protein phosphatase EYA2 (Homo sapiens), O00167; recombinant Eya2, OMFP fluorescence dephosphorylation (OMFP is methylfluorescein phosphate); AID 488837, 2010; actives 0.006% (n = 330,000); also: potency is read from the fitted curve at half-maximal effect; % is scaled to controls: 0 for no effect and ±100 for the full control effect
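Eya2 protein (added as 0.2 uM solution) was preincubated with compound for 10 min at ambient temperature in 50 mM HEPES pH 7.5, 50 mM NaCl, 5 uM MgCl2, 0.05% BSA, 1 mM DTT. OMFP (added at 50 uM) then reacted 10 min; fluorescence read at 485/525 nm.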
* = called active by the depositor; ? = inconclusive; . = no result given. Unless noted, calls follow the shape of the dose curve; as a rule, active = well fitted curve in the direction sought with a large enough effect; inconclusive = small, poorly fitted or top-dose-only effect, or another doubt; inactive = no such curve, though single readings can be large; an effect the other way counts as inactive or inconclusive.

1: O=C(COc1ccc(Cl)cc1)NCCSCc1ccccc1Cl
2: COc1cc(NC(=O)COC(=O)CCc2nc3ccccc3c(=O)[nH]2)cc(OC)c1
3: CC(=O)c1cccc(NC(=O)/C(=C/c2ccco2)NC(=O)c2ccco2)c1
4: Cc1cc(CC(C)C)n(-c2nc3ccccc3c(=O)n2OCC(N)=O)n1
5: Cn1c(=O)c2c(nc(N/N=C3\CCCc4ccccc43)n2Cc2ccc(F)cc2)n(C)c1=O
6: CCOn1c(=O)c(-c2ccccc2)[n+]([O-])c2ccccc21

assay / compound	1	2	3	4	5	6
uPA surface inh	7%	4%	0%	-1%	-8%	2%
S-ASM inh	-4%	-2%	-1%	-1%	-20%	44%
TSG101-PTAP inh	-2%	-1%	-1%	-6%	-3%	-2%
B2AR arrestin	-0.7%	-0.2%	-0.7%	-0.2%	0.7%	0.0%
p53 reactivator	-2%	-3%	7%	?	-4%	7%
TRPV1 agonist	17	.	1	0	?	2
USP2a inh	0%	2%	1%	1%	2%	2%
BRCA1 expr act	14%	1%	11%	-36%	-38%	-12%
ELG1 genotox	-1%	1%	0%	16%	6%	-3%
Integrin act MD	14%	-20%	12%	-23%	4%	?
Eya2 inh	-16%	-7%	10%	-13%	4%	0%

7: CC(OC(=O)CCCN=C1NS(=O)(=O)c2ccccc21)C(=O)N(C)c1ccccc1 (stereo unspecified)
8: CC(C)(C#CCN1CCCCC1)OCCOC(c1ccccc1)c1ccccc1
9: CC(C)N1CCC(n2nccc2NC(=O)c2ccc3c(c2)OCO3)CC1
10: CN(C)c1ccc(P(=O)(COc2ccc([N+](=O)[O-])cc2)c2ccc(N(C)C)cc2)cc1
11: FC(F)(F)c1cc(NC2CCCCC2)ccn1
12: Cc1nc2c(C(=O)NCc3ccccc3)c[nH]n2c(=O)c1Cl

assay / compound	7	8	9	10	11	12
uPA surface inh	7%	-4%	6%	-4%	15%	.
S-ASM inh	0%	1%	3%	-7%	1%	13%
TSG101-PTAP inh	-3%	-6%	.	-1%	-8%	-10%
B2AR arrestin	-0.8%	6.5%	-0.2%	-1.0%	0.3%	0.1%
p53 reactivator	11%	5%	6%	14%	2%	26%
TRPV1 agonist	14	-13	0	20	12	2
USP2a inh	1%	1%	-1%	-11%	-2%	4%
BRCA1 expr act	1%	-41%	-15%	-14%	13%	-1%
ELG1 genotox	-4%	-8%	3%	-8%	-10%	1%
Integrin act MD	5%	11%	20%	1%	8%	8%
Eya2 inh	24%	-12%	10%	-23%	-15%	-7%

13: Cc1cc(C)cc(NC(=O)Nc2ccccc2N2CCCCC2)c1
14: NC(=O)c1c(NC(=O)c2ccc(F)cc2Cl)sc2c1CCC2
15: COc1ccc(NC(=O)c2c(C)noc2C(C)C)cc1S(=O)(=O)N1CCCCC1
16: Cc1nn2c(COc3ccc(NC(=O)c4ccccc4Cl)cc3)nnc2c2ccccc12
17: CCOC(=O)C1CCN(C(=O)COC(=O)c2oc3ccc(OC)cc3c2C)CC1
18: O=c1c2ccccc2ncn1-c1ccccc1F

assay / compound	13	14	15	16	17	18
uPA surface inh	2%	10%	5%	-17%	-24%	-13%
S-ASM inh	0%	-4%	1%	-14%	-8%	2%
TSG101-PTAP inh	0%	2%	-1%	-6%	-4%	-1%
B2AR arrestin	-0.3%	0.1%	-0.6%	?	-0.1%	0.0%
p53 reactivator	12%	.	?	13%	-4%	3%
TRPV1 agonist	?	2	1	-3	9	-1
USP2a inh	-5%	-2%	1%	-5%	1%	0%
BRCA1 expr act	-38%	64%	-23%	-16%	10%	-10%
ELG1 genotox	-6%	-2%	-1%	-5%	0%	4%
Integrin act MD	-26%	-14%	0%	6%	-17%	-11%
Eya2 inh	9%	-14%	-12%	13%	15%	-1%

19: Cc1c(Cl)cccc1NC(=S)N(Cc1cccs1)C1CCCC1
20: Cc1ccc2c(c1)C(=O)OC1(O)C3C4C=CC(C4)C3C(=O)N21 (stereo unspecified)
21: C=CCNc1oc(Cc2cccc3ccccc23)nc1C#N
22: O=C(NCCCc1ccccc1)c1cccs1
23: CCc1ccc(/C=C2/SC(=S)N(CC(=O)Nc3nc4ccccc4s3)C2=O)cc1
24: COc1ccccc1OC(C)C(=O)NNC(=S)NC1CCCC1 (stereo unspecified)

assay / compound	19	20	21	22	23	24
uPA surface inh	-3%	15%	15%	.	-5%	1%
S-ASM inh	0%	1%	-1%	-1%	?	0%
TSG101-PTAP inh	-4%	2%	0%	-2%	-4%	1%
B2AR arrestin	0.1%	0.2%	-0.2%	-0.3%	-0.4%	-0.2%
p53 reactivator	-1%	-2%	-1%	8%	10%	-4%
TRPV1 agonist	8	-1	?	.	-1	2
USP2a inh	1%	0%	1%	2%	0%	1%
BRCA1 expr act	-22%	4%	-4%	76%	4%	-20%
ELG1 genotox	-7%	0%	-5%	12%	16%	-11%
Integrin act MD	-25%	-11%	0%	8%	11%	7%
Eya2 inh	-4%	-1%	-8%	6%	5%	-16%

25: O=C(N/N=C/c1ccco1)C(O)c1ccccc1 (stereo unspecified)
26: Cc1ccc(OCC(=O)N/N=C/c2cn(C)c3ccccc23)cc1
27: Cc1ccc(C)c(NC(=O)C2C3CCCC2C3c2ccccc2)c1 (stereo unspecified)
28: CN(C)S(=O)(=O)c1ccc(N/C=C(\[N+](=O)[O-])S(=O)(=O)c2ccccc2)cc1
29: O=C(NCCN1CCN(C(=O)c2c(F)cccc2F)CC1)C(=O)Nc1ccc(Cl)cc1
30: CCn1c(C)cc2c(c1=O)C(c1ccncc1)C(C#N)=C(N)O2 (stereo unspecified)

assay / compound	25	26	27	28	29	30
uPA surface inh	1%	-12%	3%	6%	5%	0%
S-ASM inh	1%	-12%	0%	0%	1%	0%
TSG101-PTAP inh	-4%	-5%	-5%	-3%	.	-6%
B2AR arrestin	-0.5%	-1.0%	-0.4%	-0.7%	-0.9%	0.2%
p53 reactivator	0%	-5%	-1%	3%	.	-3%
TRPV1 agonist	-2	9	?	-3	3	1
USP2a inh	1%	0%	-1%	1%	3%	-1%
BRCA1 expr act	-8%	-14%	-23%	22%	-12%	-20%
ELG1 genotox	-7%	4%	0%	2%	-9%	3%
Integrin act MD	33%	-19%	16%	3%	23%	5%
Eya2 inh	?	-2%	0%	7%	0%	-2%

31: CCC1(C)Cc2c(sc3nc4n(c(=O)c23)CCCS4)CO1 (stereo unspecified)
32: CC(=O)c1ccc(OCCCN2CCCCC2)cc1
33: Cc1cccc(NC(=O)Cn2nnc3sc4c(c3c2=O)CC(C)(C)OC4)c1
34: N#Cc1ccccc1NC(=O)COC(=O)CCc1ccc(S(=O)(=O)N2CCCCC2)cc1
35: CC12CC3(C)CC(C)(C1)CC(C(=O)NC1=NCCS1)(C2)C3
36: CC(=O)Nc1ccc(/C=N/Nc2nncc3ccccc23)cc1

assay / compound	31	32	33	34	35	36
uPA surface inh	6%	-2%	-3%	5%	4%	-11%
S-ASM inh	1%	0%	0%	4%	1%	-5%
TSG101-PTAP inh	0%	2%	2%	0%	-1%	0%
B2AR arrestin	.	-1.4%	-0.3%	-0.3%	.	0.4%
p53 reactivator	.	3%	-1%	3%	.	17%
TRPV1 agonist	.	-4	19	-1	.	9
USP2a inh	.	0%	5%	1%	.	-1%
BRCA1 expr act	37%	6%	-18%	-12%	-2%	?
ELG1 genotox	.	-6%	-2%	1%	.	15%
Integrin act MD	6%	15%	-14%	-1%	5%	13%
Eya2 inh	.	12%	4%	-21%	.	10%
